RGS4 inh: Inhibitors of Regulator of G Protein Signaling (RGS) 4: qHTS. Potency, µM (titrated, usually from 114 µM), without a hit: at the highest dose activity change, negative = inhibition, hits mostly inhibitors. 0.039% of 390,000 active. Transcreener GDP fluorescence polarization, RGS4-accelerated GTP hydrolysis; note: potency is the fitted concentration of half-maximal effect; % is set by controls: 0 for no effect and ±100 for the full control effect; nearly all actives have a fitted effect of over 75% in size; some results filed as inactive show a strong effect at the top dose
Target sequence (P49798 whole entry, looked up): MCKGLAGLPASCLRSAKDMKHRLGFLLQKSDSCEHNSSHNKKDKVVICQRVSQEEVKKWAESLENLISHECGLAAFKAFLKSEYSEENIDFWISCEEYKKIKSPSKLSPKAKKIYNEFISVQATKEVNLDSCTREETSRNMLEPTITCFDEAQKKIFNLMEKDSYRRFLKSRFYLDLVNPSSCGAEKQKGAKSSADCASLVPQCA
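MLSMR compounds (23 nl, pin-transferred) preincubated 10 min at room temperature with a 500nM (2x) first reagent, then RGS4 at 900nM (2x) plus Transcreener GDP mix added; fluorescence polarization (620/688 nm) read before and after 90 min at 30 °C.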
GRP78 ERSR act: qHTS for Inducers of the Endoplasmic Reticulum Stress Response (ERSR) in Human Glioma: qHTS; Potency, µM, inactives show at the highest dose activation, most hits filed as activators; U87-MG GRP78 promoter luciferase reporter, 16 h; 0.02% of 420,000 active; note: potency is the fitted concentration of half-maximal effect; series mostly up to about 76 µM; % of control where 0% means no effect; nearly all actives have a fitted effect of over 35% in size
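ERSR induction read as luciferase luminescence (Bright-Glo, 10 min at room temperature) in stably transfected human U87-MG glioma cells exposed to compounds for 16 h, using GRP78 as sensor.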
TrxR1 inh: qHTS Assay for Inhibitors of Mammalian Selenoprotein Thioredoxin Reductase 1 (TrxR1): qHTS; Potency, µM (doses to about 114 µM), for the others: at the top dose activity change, negative = inhibition, usual class: inhibitors; 1% of 390,000 active; recombinant rTrxR1, NADPH fluorescence consumption, selenite substrate; AID 588453, 2011; note: potency is the fitted concentration of half-maximal effect; % is set by controls: 0 for no effect and ±100 for the full control effect; nearly all actives have a fitted effect of over 65% in size
Target sequence (O89049 whole entry, looked up): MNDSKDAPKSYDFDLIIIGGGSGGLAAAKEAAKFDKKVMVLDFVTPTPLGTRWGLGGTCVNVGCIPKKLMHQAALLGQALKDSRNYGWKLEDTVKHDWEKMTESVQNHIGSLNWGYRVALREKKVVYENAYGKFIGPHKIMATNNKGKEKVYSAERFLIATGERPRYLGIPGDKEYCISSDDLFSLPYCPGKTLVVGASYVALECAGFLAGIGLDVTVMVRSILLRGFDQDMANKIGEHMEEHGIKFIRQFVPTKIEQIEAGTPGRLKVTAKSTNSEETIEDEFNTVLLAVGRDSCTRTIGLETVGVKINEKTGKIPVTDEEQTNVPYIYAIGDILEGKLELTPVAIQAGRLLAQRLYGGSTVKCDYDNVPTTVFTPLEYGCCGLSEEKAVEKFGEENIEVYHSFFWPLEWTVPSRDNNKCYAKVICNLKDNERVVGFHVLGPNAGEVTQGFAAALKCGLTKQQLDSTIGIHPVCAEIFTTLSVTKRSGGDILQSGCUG
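Rat TrxR1 (90 nM in the dispensed reagent) was pre-reduced with 400 uM NADPH for 5 min at room temperature, then incubated with compound for 15 min. After 400 uM selenite was added, NADPH fluorescence (Ex 340/Em 450 nm) was followed for 8 min.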
USP1 inh: Inhibitors of USP1/UAF1: Primary Screen; Potency, µM (highest dose often 57.1 µM), without a hit: top-dose activity change, negative = inhibition, most hits filed as inhibitors; recombinant USP1/UAF1, Ub-Rhodamine cleavage fluorescence; 0.23% of 390,000 active; Ubiquitin carboxyl-terminal hydrolase 1 (Homo sapiens), O94782; note: potency is the fitted concentration of half-maximal effect; % is set by controls: 0 for no effect and ±100 for the full control effect; nearly all actives have a fitted effect of over 60% in size; inactives centre near -12
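USP1/UAF1 complex (1 nM) preincubated 15 min at room temperature with compound, then Ub-Rho substrate (150 nM final) added. Kinetic fluorescence at 480/540 nm over 6 reads at 60 s intervals; 50 mM HEPES pH 7.8, 0.5 mM EDTA, 0.1 mg/ml BSA, 1 mM TCEP, 0.01% Tween-20.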
TrxR1 substrate: qHTS Assay for Substrates of Mammalian Selenoprotein Thioredoxin Reductase 1 (TrxR1): qHTS; purified TrxR1 substrate turnover, NADPH consumption readout; Potency, µM (doses to about 114 µM), inactives show at the highest dose activity change, negative = substrate turnover; 0.01% of 390,000 active; AID 588456, 2011; note: potency is the fitted concentration of half-maximal effect; % is set by controls: 0 for no effect and ±100 for the full control effect; nearly all actives have a fitted effect of over 50% in size
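Rat TrxR1, dispensed at 90 nM, was prereduced with 400 uM NADPH (final) for 5 min at ~22 deg C, then incubated with compound 15 min before 400 uM selenite. A first-read NADPH fluorescence drop versus no-compound background flagged substrates.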
Vif-A3F inh: qHTS for Inhibitors of Vif-A3F Interactions: qHTS. Potency, µM (series often up to 46.1 µM), inactives show at the highest dose activity, negative = active. HeLa A3F-eYFP + Vif (tagged APOBEC3F with the HIV-1 protein that degrades it), YFP fluorescence increase. 0.2% of 390,000 active; note: potency is the fitted concentration of half-maximal effect; % of control where 0% means no effect; nearly all actives have a fitted effect of over 65% in size
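Fluorescence increase (Ex 488/Em 500-530) after overnight compound treatment at 37 deg C flags inhibition of Vif-driven A3F-eYFP loss in stable HeLa A3F-eYFP/Vif cells seeded overnight beforehand.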
Vif-A3G inh: qHTS for Inhibitors of Vif-A3G Interactions: qHTS. Potency, µM (doses to about 46.1 µM), for the others: at the highest dose activity, negative = active, usual class: inhibitors. 0.076% of 410,000 active. HeLa A3G-eYFP + Vif (tagged APOBEC3G with the HIV-1 protein that degrades it), YFP fluorescence, overnight;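 note: potency is the fitted concentration of half-maximal effect; % is set by controls: 0 for no effect and ±100 for the full control effect; nearly all actives have a fitted effect of over 60% in size; hits raise eYFP signal because A3G escapes Vif-driven loss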
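HeLa cells stably expressing Vif and C-terminally eYFP-tagged A3G, seeded overnight at 37 deg C, then exposed to compound by pintool overnight at 37 deg C. Rise in yellow fluorescence (Ex 488/Em 500-530, Acumen) marks blocked Vif-driven A3G degradation.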
IDH1 R132H inh: qHTS for Inhibitors of mutant isocitrate dehydrogenase 1 (IDH1): qHTS. Potency, µM (series often up to 76.6 µM), without a hit: at the top dose activity change, negative = inhibition, most hits filed as inhibitors. 0.093% of 390,000 active. IDH1-R132H enzyme, NADPH consumption, diaphorase/resazurin fluorescence. AID 602179, 2012; note: potency is the fitted concentration of half-maximal effect; % is set by controls: 0 for no effect and ±100 for the full control effect; nearly all actives have a fitted effect of over 65% in size
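IDH1-R132H (0.5 ug/mL dispensed) in pH 7.5 Tris buffer was preincubated 30 min with compound, then given a substrate mix of 0.016 mM NADPH and 2 mM alpha-KG for 80 min at room temperature; remaining NADPH was read by diaphorase/resazurin fluorescence.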
LDHA block: qHTS assay for inhibitors of human lactate dehydrogenase | 0.15% of 480,000 active | AID 1347041, 2019 | activity change, % (values are at about 110 or 230 µM) | L-lactate dehydrogenase A chain (Homo sapiens), P00338 | purified LDHA, NADH/diaphorase-resazurin fluorescence; stronger effect = lower value; in the data active = activity change below about -30%; inconclusive = mostly about -25% to -30%;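 note: plate controls were DMSO wells for no effect and wells without enzyme for full effect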
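Human LDH5 at 2 nM final in Tris HCl pH 7.4 with 0.06 mM NADH and 0.2 mM pyruvate, reacted 5 minutes at room temperature. Remaining NADH coupled via diaphorase/resazurin; resorufin fluorescence read at 0 and 20 minutes, normalized to enzyme-free and DMSO wells.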
* marks the source's active call; other numbers are inactive results; [ ] = another dose, or the depositor's remark. Unless noted, calls come from the whole dose curve; as a rule, active = well fitted curve in the direction sought with a large enough effect; inconclusive = small, poorly fitted or top-dose-only effect, or another doubt; inactive = no such curve, though single readings can be large; an effect the other way counts as inactive or inconclusive. Some of the compounds tested; the hit share may differ from the screen's.

How did CC(C)(C)N=Cc1c(O)ccc2oc3c(c12)CCCC3 do in these assays?
RGS4 inh: -49%; GRP78 ERSR act: -4%; TrxR1 inh: inconclusive; USP1 inh: -17%; TrxR1 substrate: 5%; Vif-A3F inh: -29%; Vif-A3G inh: -2%; IDH1 R132H inh: 8%; LDHA block: 8

What do the screens show for `CN1OC(COC(=O)c2ccc(Cl)cc2Cl)CC1c1ccccc1` (stereo not given)?
RGS4 inh: 19%; GRP78 ERSR act: -2%; TrxR1 inh: 4%; USP1 inh: -18%; TrxR1 substrate: -7%; Vif-A3F inh: -17%; Vif-A3G inh: 6%; IDH1 R132H inh: 18%; LDHA block: -5

Results for CCOC(=O)c1cocc1C(=O)O ?
RGS4 inh: -14%; GRP78 ERSR act: -4%; TrxR1 inh: 10%[11.4 µM]; USP1 inh: 0%; TrxR1 substrate: 6%[57.1 µM]; Vif-A3F inh: 5%; Vif-A3G inh: 0%; IDH1 R132H inh: 6%; LDHA block: 2

Results for Cc1ccc(C(=O)N2CC=C(c3ccccc3)CC2)o1 ?
RGS4 inh: -32%; GRP78 ERSR act: 1%; TrxR1 inh: inconclusive; USP1 inh: -22%; TrxR1 substrate: 21%[57.1 µM]; Vif-A3F inh: -3%; Vif-A3G inh: -2%; IDH1 R132H inh: 1%; LDHA block: 1

What do the screens show for `CCCN(CCC)C(=O)Cn1c(=O)n(-c2cccc(OC)c2)c(=O)c2c3c(sc21)CCCC3`?
RGS4 inh: -7%; GRP78 ERSR act: -2%; TrxR1 inh: 10%; USP1 inh: -4%; TrxR1 substrate: -4%; Vif-A3F inh: 3%; Vif-A3G inh: 0%; IDH1 R132H inh: -9%; LDHA block: -1

Results for COc1cccc(C2=CC(c3ccccc3F)n3ncc(C(=O)Nc4ccc(F)cc4)c3N2)c1 (stereo not given) ?
RGS4 inh: 6%; GRP78 ERSR act: -3%; TrxR1 inh: 19%; USP1 inh: inconclusive; TrxR1 substrate: -5%; Vif-A3F inh: -11%; Vif-A3G inh: -4%; IDH1 R132H inh: 19%; LDHA block: -6

What do the screens show for `COc1ccc([C@H]2CC(=O)C=C(c3ccc(Cl)c(C(F)(F)F)c3)C2)cc1OC`?
RGS4 inh: 36%; GRP78 ERSR act: -3%; TrxR1 inh: 28%; USP1 inh: -18%; TrxR1 substrate: -4%; Vif-A3F inh: 4%; Vif-A3G inh: 2%; IDH1 R132H inh: 8%; LDHA block: 1

Results for Cc1cccc(Cc2nnc(NC(=O)c3cccc(S(=O)(=O)N4CCOCC4)c3)s2)c1 ?
RGS4 inh: -10%; GRP78 ERSR act: -5%; TrxR1 inh: -4%[57.1 µM]; USP1 inh: -12%; TrxR1 substrate: -4%[0.457 µM]; Vif-A3F inh: 3%; Vif-A3G inh: -1%; IDH1 R132H inh: -1%; LDHA block: -2

What do the screens show for `CC1(C)CC(NC(=O)C23CCC(C)(C(=O)C2=O)C3(C)C)CC(C)(C)N1` (stereo not given)?
RGS4 inh: -6%; GRP78 ERSR act: -1%; TrxR1 inh: 21%; USP1 inh: -4%; TrxR1 substrate: -1%; Vif-A3F inh: -7%; Vif-A3G inh: 1%; IDH1 R132H inh: -5%; LDHA block: -12

What do the screens show for `CCOC(=O)c1cc(-c2ccc(OC(F)F)cc2)nc2c1c(=O)[nH]c(=O)n2C`?
RGS4 inh: -21%; GRP78 ERSR act: -4%; TrxR1 inh: -1%; USP1 inh: -13%; TrxR1 substrate: 41%[activator]; Vif-A3F inh: -27%; Vif-A3G inh: 1%; IDH1 R132H inh: 5%; LDHA block: -6

Results for O=C(Nc1c2c(nn1-c1ccccc1)CSC2)c1ccc(N2C(=O)CCC2=O)cc1 ?
RGS4 inh: 12%; GRP78 ERSR act: 0%; TrxR1 inh: 8%; USP1 inh: -11%; TrxR1 substrate: -4%; Vif-A3F inh: -4%; Vif-A3G inh: -5%; IDH1 R132H inh: -7%; LDHA block: -8

Results for CC(C)C(=O)Nc1cccc(NC(=O)c2cccnc2)c1 ?
RGS4 inh: 4%; GRP78 ERSR act: -1%; TrxR1 inh: 7%; USP1 inh: -10%; TrxR1 substrate: 5%; Vif-A3F inh: -7%; Vif-A3G inh: 1%; IDH1 R132H inh: 5%; LDHA block: -10

Results for COc1cccc(C(C(=O)NC(C)(C)C)N(C(=O)CCC(=O)Nc2cc(C)on2)c2ccc3c(c2)OCCO3)c1OC (stereo not given) ?
RGS4 inh: -18%; GRP78 ERSR act: -1%; TrxR1 inh: 19%[57.1 µM]; USP1 inh: -17%; TrxR1 substrate: 45%; Vif-A3F inh: 0%; Vif-A3G inh: -8%; IDH1 R132H inh: -4%; LDHA block: -6

How did CSc1nnc(C)c(=O)n1COC(=O)c1ccc(S(=O)(=O)N2CCOCC2)cc1 do in these assays?
RGS4 inh: -16%; GRP78 ERSR act: -4%; TrxR1 inh: inconclusive; USP1 inh: -9%; TrxR1 substrate: 1%; Vif-A3F inh: 5%; Vif-A3G inh: -3%; IDH1 R132H inh: -3%; LDHA block: -7

Results for Cc1ccc(SCc2ccc(C(=O)Nc3ccccc3Br)cc2)cc1 ?
RGS4 inh: 7%; GRP78 ERSR act: -2%; TrxR1 inh: 4%; USP1 inh: -25%; TrxR1 substrate: 6%[57.1 µM]; Vif-A3F inh: -1%; Vif-A3G inh: -5%; IDH1 R132H inh: -2%; LDHA block: -3

How did O=[N+]([O-])c1cc(C(F)(F)F)ccc1NCCOc1ccccc1 do in these assays?
RGS4 inh: -6%; GRP78 ERSR act: 13%; TrxR1 inh: -10%; USP1 inh: -4%; TrxR1 substrate: -14%; Vif-A3F inh: 10%; Vif-A3G inh: -12%; IDH1 R132H inh: 3%; LDHA block: 3

What do the screens show for `COc1cc([N+](=O)[O-])ccc1NC(=O)C[n+]1cccc(C)c1`?
RGS4 inh: -12%; GRP78 ERSR act: -3%; TrxR1 inh: 7%; USP1 inh: -14%; TrxR1 substrate: -3%; Vif-A3F inh: 4%; Vif-A3G inh: 1%; IDH1 R132H inh: 9%; LDHA block: -1

How did Cc1ccn2cc(CCNS(=O)(=O)c3ccc4c(c3)CCCC4)nc2c1 do in these assays?
RGS4 inh: -3%; GRP78 ERSR act: -3%; TrxR1 inh: 8%[57.1 µM]; USP1 inh: -7%; TrxR1 substrate: 3%[57.1 µM]; Vif-A3F inh: 2%; Vif-A3G inh: 6%; IDH1 R132H inh: -1%; LDHA block: 0

What do the screens show for `Fc1ccc(CN2CCN(c3ncccn3)CC2)c(F)c1`?
RGS4 inh: -13%; GRP78 ERSR act: -2%; TrxR1 inh: 30%; USP1 inh: -17%; TrxR1 substrate: 1%; Vif-A3F inh: 12%; Vif-A3G inh: 3%; IDH1 R132H inh: -2%; LDHA block: -7

Results for Cc1ccc(N(C(=O)CC2NC(=O)NC2=O)C2(C(=O)NC3CCCC3)CCCCC2)cc1 (stereo not given) ?
RGS4 inh: -49%; GRP78 ERSR act: -5%; TrxR1 inh: 2%; USP1 inh: -5%; TrxR1 substrate: -1%; Vif-A3F inh: 8%; Vif-A3G inh: -1%; IDH1 R132H inh: 5%; LDHA block: -4

How did CCOC(=O)[C@@H]1[C@H]2COc3ccccc3[C@@H]2N2C(=O)N(c3cccc(Cl)c3)C(=O)[C@@]12C do in these assays?
RGS4 inh: 16%; GRP78 ERSR act: -1%; TrxR1 inh: 25%; USP1 inh: -12%; TrxR1 substrate: -6%; Vif-A3F inh: -1%; Vif-A3G inh: -5%; IDH1 R132H inh: 5%; LDHA block: 2

Of the compounds above, these contain a tert-butyl group.
How did CC(C)(C)N=Cc1c(O)ccc2oc3c(c12)CCCC3 do in these assays?
RGS4 inh: -49%; GRP78 ERSR act: -4%; TrxR1 inh: inconclusive; USP1 inh: -17%; TrxR1 substrate: 5%; Vif-A3F inh: -29%; Vif-A3G inh: -2%; IDH1 R132H inh: 8%; LDHA block: 8

Results for COc1cccc(C(C(=O)NC(C)(C)C)N(C(=O)CCC(=O)Nc2cc(C)on2)c2ccc3c(c2)OCCO3)c1OC (stereo not given) ?
RGS4 inh: -18%; GRP78 ERSR act: -1%; TrxR1 inh: 19%[57.1 µM]; USP1 inh: -17%; TrxR1 substrate: 45%; Vif-A3F inh: 0%; Vif-A3G inh: -8%; IDH1 R132H inh: -4%; LDHA block: -6

Screening results deposited in PubChem by National Center for Advancing Translational Sciences (NCATS).
